Nrf2 block = Nrf2 qHTS screen for inhibitors; Potency, µM (series often up to 46 µM), inactives show top-dose activity change, negative = inhibition, most hits filed as inhibitors; A549 ARE-Fluc reporter, luciferase luminescence, 18-24 h; AID 504444, 2011; actives 2.1% (n = 360,000); further: nearly all actives have a fitted effect of over 60% in size
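A549 ARE_Fluc cells, 5000/well, 5% FBS OPTI-MEM; compounds in dose-response, 18-24 h at 37 °C/5% CO2; CellTiter-Fluor viability read (Ex 405/Em 525), then BugLite luciferase luminescence = Nrf2 activity.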
A549 tox = Nrf2 qHTS screen for inhibitors: counterscreen for cytotoxicity; actives 0.16% (n = 390,000); A549 ARE-Fluc cells, CellTiter-Fluor viability, 18-24 h; AID 504648, 2011; Potency, µM (top dose mostly 46 µM), for inactives: top-dose activity change, negative = cytotoxicity, most hits filed as inhibitors
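A549 ARE_Fluc cells in 5% FBS OPTI-MEM were exposed to compounds in concentration-response for 18-24 h at 37 deg C. Viability was read by CellTiter-Fluor fluorescence (Ex 405/Em 525) after 30 min, before the luciferase read.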
TGFb inhibitor = qHTS for Inhibitors of TGF-b. HepG2 CAGA-GFP TGF-b/SMAD3 reporter, GFP fluorescence, 18 h; TGF-beta stimulated, 500 pg/mL final. Potency, µM (titrated, usually from 46.1 µM), inactives show top-dose activity, negative = inhibition, usual class: inhibitors. actives 1.2% (n = 410,000). AID 588855, 2011; further: nearly all actives have a fitted effect of over 65% in size
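First, reporter cells (HEPG2 CAGA-GFP) rested 2 h at 37 degrees C. Next, compounds were pinned in and TGF-beta added to 500 pg/mL final. After 18 h, GFP was imaged per cell and summed per well.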
Starred values were filed as active, the others as inactive; u = inconclusive; & = joins results of further samples; [ ] = another dose, or the depositor's remark. The call rests on the fitted dose curve; in most records, active means well fitted curve in the direction sought with a large enough effect; inconclusive means small, poorly fitted or top-dose-only effect, or another doubt; inactive means no such curve, though single readings can be large; an effect the other way counts as inactive or inconclusive. On the % scale 0 is the no-effect control and ±100 the full control effect; potency means the concentration at half of the fitted maximal effect. An excerpt (hit frequency here may not be typical).

(1) O=C(O)[C@@H]1C[C@H](C(=O)O)N1
(2) Cc1ccc(-c2nc(=Nc3c(C)cc(C)cc3C)sn2-c2ccccc2)cc1
(3) CCCN1CCC(=O)N(CCSc2ccc(Br)cc2)CC1
(4) C=C1C=CS(=O)(=O)N(C(C)C(=O)OC)C1 (stereo unspecified)
(5) COC(=O)CN1CCC(=O)c2ccccc2S1(=O)=O
(6) S=C(NCCCc1cnc[nH]1)NCCCN(Cc1ccc(Cl)cc1)c1ccc(-c2ccccc2)cn1
(7) COc1ccc(C(=O)N(Cc2ccco2)Cc2cccs2)c(OC)c1
(8) COc1ccc(-c2ccc(N(C)C)cc2)cc1C1C2C=CCC(C)C2C(=O)N1Cc1ccccc1 (stereo unspecified)
Screen / compound no.	1	2	3	4	5	6	7	8
Nrf2 block	12.8%	23.1µM*	u	9.9%	6.5%	0.0%	-4.6%	11.4%
A549 tox	2.1%	-29.9%	-11.2%	-0.1%	-3.0%	-19.8%	2.9%	0.2%
TGFb inhibitor	-12.0%	5.62µM*	-17.0%	4.4%	-2.4%	u	-2.0%	-2.4%

(9) NC(Cc1ccccc1)C(O)c1ccco1 (stereo unspecified)
(10) S=C(NCCCc1cnc[nH]1)NCCCN(Cc1ccc(Cl)cc1)c1cc(-c2ccccc2)ccn1
(11) O=C1c2ccccc2C(=O)C1c1cc2ccccc2cn1
(12) Fc1ccc(CNc2ncnc3nc[nH]c23)cc1
(13) N=c1ccn2c(n1)OC1C(O)[C@@H](CO)O[C@H]12 (stereo partly specified)
(14) CC1CC=CC2C1C(=O)N(Cc1ccccc1)C2c1ccc(/C=C/c2ccccc2)cc1F (stereo unspecified)
(15) CCc1ccc(-c2nc3c(=O)n(C)c(=O)nc-3n(CC)n2)cc1
(16) CCOc1cccc(C2C=C(c3ccc4c(c3)OCO4)NC(c3cccc(Br)c3)N2)c1O (stereo unspecified)
Screen / compound no.	9	10	11	12	13	14	15	16
Nrf2 block	14.9%	-18.6%	u	-3.2%&-3.6%	0.164µM*	-24.4%	14.6µM*	-18.0%
A549 tox	-2.8%	-24.4%	-2.5%	5.5%&-2.4%	2.2%	4.1%	u	1.1%
TGFb inhibitor	-6.0%	u	2.9%	3.4%&-0.2%	1.2%	-19.0%	0.891µM*	u

(17) O=C1c2ccccc2C(=O)N1c1cccc(O)c1
(18) CC(C)=CC(=O)Oc1ccc(C(=O)N(C)c2ccccc2I)cc1
(19) O=Cc1c[nH]c2ccccc12
(20) O=C1C[C@H](c2ccc(-c3ccccc3)cc2)N1S(=O)(=O)c1ccccc1[N+](=O)[O-]
(21) O=S(=O)(Nc1c(Br)cc(Br)c2cccnc12)C1CC1
(22) O=S(=O)(c1ccc2c(c1)OCCO2)N1CCN(CCc2ccccc2)CC1
(23) O=C(Nc1ccc2nccnc2c1)N1CCCCCC1
(24) Cc1ccc(C(=O)C(OC(=O)CNC(=O)COc2ccccc2C)c2ccccc2)cc1 (stereo unspecified)
Screen / compound no.	17	18	19	20	21	22	23	24
Nrf2 block	0.2%&-3.5%	6.7%	6.5%	7.5%	0.5%	-21.6%	u	13.0%
A549 tox	4.2%&2.0%	-1.2%	2.9%	2.5%	-2.6%	9.3%	-7.4%	-3.1%
TGFb inhibitor	32.0%[activator]	5.5%	-12.8%	-23.5%	-0.5%	0.2%	-3.6%	4.6%

(25) CCCC[C@H]1CCCO[C@@](C(=O)NCc2ccccc2)(C(F)(F)F)C1
(26) COc1cc(OC)c2c(c1)C(=O)OC2c1cc(OC)c(OC)cc1C (stereo unspecified)
(27) CC(=O)OCC(NC(=O)C(CCCCNC(=O)OCc1ccccc1)NC(=O)OC(C)(C)C)C1OC(n2ccc(=O)[nH]c2=O)C(OC(C)=O)C1OC(C)=O (stereo unspecified)
(28) CN(c1ccccc1)c1nc(C#N)nc(N2CCOCC2)n1
(29) Cn1nc(-c2ccc(F)cc2)nc2c(=O)n(C)c(=O)nc1-2
(30) O=C(NCCc1nc2ccccc2n1CCCOc1ccccc1)C1CCCCC1
(31) c1ccc(Nc2nc(Nc3ccccc3)nc(-n3cccn3)n2)cc1
(32) C=CCOC(/C=C/c1ccccc1)CC (stereo unspecified)
Screen / compound no.	25	26	27	28	29	30	31	32
Nrf2 block	16.3%	-12.2%	20.1%	8.2µM*	2.31µM*	u	29.0%	16.0%
A549 tox	19.6%	-2.2%	0.0%	-7.6%	2.91µM*	-6.8%	-1.9%	7.9%
TGFb inhibitor	3.6%	-16.9%	-3.0%	-3.4%	0.891µM*	u	-18.6%	u

(33) CC1(C)OC(=O)C2(Cc3ccc(Br)cc3N3CCCCC32)C(=O)O1 (stereo unspecified)
(34) O=S(=O)(O)c1cccc2cccnc12
(35) C=CCn1c(SC(C)C#N)nc2ccccc2c1=O (stereo unspecified)
(36) COC(=O)C(NS(=O)(=O)CCl)C(C)C (stereo unspecified)
(37) Cc1ccc(-c2cc(C3C4C=CCC(C)C4C(=O)N3Cc3ccccc3)ccc2F)cc1 (stereo unspecified)
(38) Cc1cccc(CN2CC34C=CC(CC3S2(=O)=O)O4)c1 (stereo unspecified)
(39) COc1ccc(Br)cc1C1C2C=CCCC2(C)C(=O)N1Cc1ccccc1 (stereo unspecified)
(40) CCNc1nc(C#N)nc(NCC)n1
Screen / compound no.	33	34	35	36	37	38	39	40
Nrf2 block	-1.8%	14.0%	-2.6%	14.4%	u	21.1%	u	-3.9%
A549 tox	1.6%	-3.5%	-0.1%	-1.1%	9.2%	-2.1%	-7.6%	-12.0%
TGFb inhibitor	-6.6%	-2.2%	18.8%	5.9%	-16.7%	1.5%	u	11.1%

(41) CN(C)Cc1cn(-c2ccccc2)nc1-c1ccccc1
(42) Oc1ccc(Cl)cc1C1C=C(c2ccc3c(c2)OCO3)NC(c2ccc(C(F)(F)F)cc2)N1 (stereo unspecified)
(43) CN1C(=O)CC2(C=CC(=O)C=C2OC(=O)c2ccccc2)c2ccccc21 (stereo unspecified)
(44) OB(O)c1cc2ccccc2o1
(45) O=c1c2ccccc2sn1-c1ccc(Cl)c(S(=O)(=O)N2CCOCC2)c1
(46) CCCCCCC(=O)N1C/C=C\C(c2ccc(OC)cc2)N(Cc2ccc(F)cc2)C(=O)C1Cc1ccccc1 (stereo unspecified)
(47) COc1ccccc1C(O)c1nccn1Cc1ccccc1 (stereo unspecified)
(48) C=CCCN(C(Cc1ccccc1)C(=O)OC)S(=O)(=O)c1cc(Br)ccc1Br (stereo unspecified)
Screen / compound no.	41	42	43	44	45	46	47	48
Nrf2 block	-3.8%	16.0%	7.7%	-2.4%	17.0%	u	-1.5%	-5.4%
A549 tox	-0.5%	-0.9%	2.6%	-3.5%	7.2%	-17.5%	-7.8%	-0.4%
TGFb inhibitor	-2.8%	15.8µM*	-18.6%	1.9%	u	-18.1%	14.0%	-13.1%

Entries listed so far that contain a cyano group:
(28) CN(c1ccccc1)c1nc(C#N)nc(N2CCOCC2)n1
(35) C=CCn1c(SC(C)C#N)nc2ccccc2c1=O (stereo unspecified)
(40) CCNc1nc(C#N)nc(NCC)n1
Screen / compound no.	28	35	40
Nrf2 block	8.2µM*	-2.6%	-3.9%
A549 tox	-7.6%	-0.1%	-12.0%
TGFb inhibitor	-3.4%	18.8%	11.1%

(list continues)
(49) CO[C@H]1C[C@@H]2CC[C@@H](C)[C@@](O)(O2)C(=O)C(=O)N2CCCC[C@H]2C(=O)O[C@H]([C@H](C)C[C@@H]2CC[C@@H](O)[C@H](OC)C2)CC(=O)[C@H](C)/C=C(/C)[C@@H](O)[C@@H](OC)C(=O)[C@H](C)C[C@H](C)C=C/C=C\C=C/1C
(50) O=C(NCCc1nc2ccccc2n1CCOc1cccc2ccccc12)C1CCCCC1
(51) CC1CC=CC2C1C(=O)N(Cc1ccccc1)C2c1ccc2ccccc2c1Br (stereo unspecified)
(52) O=C1C(=O)C(c2ccc(O)cc2O)Oc2cc(O)cc(O)c21 (stereo unspecified)
(53) Cc1ccc(F)c(C2C3C=CCC(c4ccccc4)C3C(=O)N2Cc2ccccc2)c1 (stereo unspecified)
(54) Cc1ccc(S(=O)(=O)N2CCCN(c3nc(-c4cccs4)nc4ccccc34)CC2)cc1
(55) CC(C)(C)OC(=O)N(c1cccc2cccnc12)S(=O)(=O)c1ccccc1Br
(56) CC(=O)Nc1ccc(SCC(CC(C)C)N2CCN(C)CCC2=O)cc1 (stereo unspecified)
Screen / compound no.	49	50	51	52	53	54	55	56
Nrf2 block	u	-19.9%	-25.7%	7.4%	u	-19.4%	u	-13.6%
A549 tox	-25.4%	-3.5%	-4.3%	-11.5%	-11.5%	-12.0%	-8.4%	-0.1%
TGFb inhibitor	4.47µM*	-4.9%	u	-2.9%	12.6µM*	u	4.47µM*	-3.3%

(57) CC1CCc2nc(-c3cc4c(ccc5ccccc54)oc3=O)sc2C1 (stereo unspecified)
(58) COCO[C@H]([C@@H](C)C=C(Br)Br)[C@@H](C)COCc1ccc(OC)cc1
(59) CC(C)CC(CSc1ccc(Br)cc1)N1CCN(CCc2ccccc2)CCC1=O (stereo unspecified)
(60) CC(C)(C)OC(=O)NC(Cc1ccccc1)C(O)c1ccco1 (stereo unspecified)
(61) CC1CCc2cc(F)cc3c2N1C(=O)C(C(=O)Nc1cnccn1)C3=O (stereo unspecified)
(62) COc1ccc(SCC(c2ccccc2)N2CCN(CC(C)C)CCC2=O)cc1 (stereo unspecified)
(63) Cc1cc(C(=O)OCC(=O)NC(=O)C2CCCCC2)ccc1[N+](=O)[O-]
(64) C=C1CCN(C(CC(C)C)C(=O)Nc2nc3ccc(Cl)cc3s2)S(=O)(=O)c2ccccc21 (stereo unspecified)
Screen / compound no.	57	58	59	60	61	62	63	64
Nrf2 block	1.6%	1.5%	2.3%	15.3%	24.4%	6.5%	-0.7%	u
A549 tox	1.9%	1.7%	0.4%	-1.6%	-2.6%	-9.8%	-2.4%	-19.6%
TGFb inhibitor	5.3%	u	0.3%	u	0.2%	-23.3%	-1.8%	u

(65) OB(O)c1ccc(B(O)O)cc1
(66) CC1(C)OC(=O)C2(Cc3cc([N+](=O)[O-])ccc3N3CCCCCC32)C(=O)O1 (stereo unspecified)
(67) O=C(Nc1nc(-c2ccc3c(c2)OCCO3)cs1)C1CC(=O)N(c2ccc3c(c2)OCCO3)C1 (stereo unspecified)
(68) Cc1ccc(-c2nc(=N)sn2Cc2ccccc2)cc1
(69) C=C1CCN(C(CC(C)C)C(=O)NN2CCOCC2)S(=O)(=O)c2ccccc21 (stereo unspecified)
(70) Cc1ccc2[nH]c(=O)c(CN(Cc3ccco3)Cc3nnnn3Cc3ccco3)cc2c1
(71) CC(C)COC(=O)N1C(COCc2ccccc2)CCC=CS1(=O)=O (stereo unspecified)
(72) O=S(=O)(Nc1cccc2cccnc12)c1ccccc1Br
Screen / compound no.	65	66	67	68	69	70	71	72
Nrf2 block	u	1.9%	u	21.2%	1.5%	u	21.5%	u
A549 tox	6.0%	-3.6%	0.0%	1.5%	1.2%	0.9%	-1.2%	-15.7%
TGFb inhibitor	13.8%	1.9%	-13.7%	4.2%	-0.8%	2.1%	u	6.31µM*

(73) COc1ccccc1C1N=C(Nc2nc3ccccc3o2)NC2=C1C(=O)CC(C)(C)C2 (stereo unspecified)
(74) COc1ccc(C2/C=C\CN(Cc3ccco3)C(C)C(=O)N2Cc2ccc(F)cc2)cc1 (stereo unspecified)
(75) C[C@@]12C=Cc3occc3[C@H]1CC[C@]13CC(=O)[C@@H](CC[C@H]12)C3
(76) O=C(Nc1ccc([N+](=O)[O-])cc1Cl)c1ccccc1O
(77) COc1cc(OC)c2c(-c3ccccc3)cc(=O)oc2c1C(CC(=O)N1CCCC1)c1ccc(N(C)C)cc1 (stereo unspecified)
(78) COc1ccc(C2/C=C\CN(C(=O)C3CC3)C(Cc3ccccc3)C(=O)N2Cc2ccc(F)cc2)cc1 (stereo unspecified)
(79) Cc1ccc(C)c(Nc2nc(NCc3ccco3)nc3nccnc23)c1
(80) CCNc1nc(NCC)nc(-n2cc(C(=O)c3cc(Cl)ccc3O)cn2)n1
Screen / compound no.	73	74	75	76	77	78	79	80
Nrf2 block	2.5%	9.2%	7.9%	23.1µM*	u	u	-23.2%	6.8%
A549 tox	-2.8%	-0.8%	0.2%	u	u	-15.3%	10.1%	-3.6%
TGFb inhibitor	-10.4%	u	u	u	u	u	2.3%	24.7%
